# hcGAS lum: blocks human cGAS activity. recombinant h-cGAS, ATP depletion, Kinase-Glo luminescence. inhibition, % at 12.5 µM. 0.081% of 290,000 active. Q8N884;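 note: 0% = vehicle reaction and 100% = reaction without DNA for no activity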
# Target sequence (Q8N884 whole entry, looked up): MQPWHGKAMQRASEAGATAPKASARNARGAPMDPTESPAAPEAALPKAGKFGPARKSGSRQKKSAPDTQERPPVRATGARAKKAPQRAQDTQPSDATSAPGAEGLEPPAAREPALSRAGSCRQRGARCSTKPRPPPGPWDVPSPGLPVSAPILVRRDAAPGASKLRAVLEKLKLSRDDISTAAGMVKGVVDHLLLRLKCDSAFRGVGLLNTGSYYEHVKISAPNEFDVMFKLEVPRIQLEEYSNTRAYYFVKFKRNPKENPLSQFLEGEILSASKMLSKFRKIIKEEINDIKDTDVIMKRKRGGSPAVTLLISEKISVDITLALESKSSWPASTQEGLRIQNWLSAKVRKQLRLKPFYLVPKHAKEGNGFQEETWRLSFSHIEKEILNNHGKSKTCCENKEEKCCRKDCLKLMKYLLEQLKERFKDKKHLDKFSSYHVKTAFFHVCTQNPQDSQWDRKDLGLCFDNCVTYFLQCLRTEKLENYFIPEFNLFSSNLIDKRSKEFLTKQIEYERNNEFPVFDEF
# NPYLR7 agonist: activates Aedes aegypti NPYLR7 receptor. AID 1259423. 0.15% of 270,000 active. activation, % at 10 µM. HEK293T NPYLR7/Galpha15, GCaMP6s calcium fluorescence; in the data active = activation above about 40%;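 note: 0% = vehicle and 100% = reference agonist at the receptor; some compounds past the cut are filed as inactive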
# mcGAS lum: inhibitors of mouse cGAS; recombinant cGAS, Kinase-Glo ATP depletion luminescence; AID 1259399; inhibition, % at 12.5 µM; 0.15% of 160,000 active; Q8C6L5;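 note: 0% = negative control wells and 100% = reference inhibitor with no enzyme activity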
# Numbers without * were called inactive; / = no result given; & = joins results of further samples. Cut-off read from the data, not from the text of the source, unless noted: active = inhibition above about 40%; inactive = the rest.
# The opening two records (preview)
structure	hcGAS lum	NPYLR7 agonist	mcGAS lum
N#Cc1c(C=Cc2ccc3c(c2)OCO3)cc(-c2ccccc2)n2c1nc1ccccc12	-2	28	/
COc1ccc(Cc2nc3c4c(ncn3n2)CCC4)cc1	0	-3	-2

# All compounds of this part, repeating the preview:
structure	hcGAS lum	NPYLR7 agonist	mcGAS lum
N#Cc1c(C=Cc2ccc3c(c2)OCO3)cc(-c2ccccc2)n2c1nc1ccccc12	-2	28	/
COc1ccc(Cc2nc3c4c(ncn3n2)CCC4)cc1	0	-3	-2
O=C(c1ccc(Br)cc1)N1CCC(n2c(=O)[nH]c3ccccc32)CC1	-3	-1	-5
O=C1CC(C(=O)N2CCN(S(=O)(=O)c3cccc(C(F)(F)F)c3)CC2)c2ccccc2N1 (stereo not given)	-5	4	/
COc1cc(-c2nc(CN(CCO)Cc3ccccc3)c(C)o2)cc2c1OCO2	1	2	/
CC(=O)N=c1scc(-c2ccccc2)n1-c1ccc(C)cc1	-2	-13	/
CCc1nc2c(OCc3ccc(C(F)(F)F)cc3)cccn2c1N(C)C(=O)c1cccs1	-4	7	-3
CC(Sc1ncc(-c2ccccc2)n1CC1CCCO1)C(=O)NC(N)=O (stereo not given)	-9	2	-13
COc1cc(C)c(S(=O)(=O)NCCOc2ccc(-c3ccccc3)nn2)cc1C	-2	-13	1
O=C(NC(c1ccccn1)C(F)(F)F)c1cn(Cc2ccccc2Cl)nn1 (stereo not given)	-2	4	/
COc1ccc(Cl)cc1S(=O)(=O)N1CCC(c2cn(Cc3ccc(C(F)(F)F)cc3)c3ccccc23)CC1	0	23	-6
COC(=O)C1CCN(C(=O)c2ccc(-c3cc(-c4ccc(Cl)cc4Cl)[nH]n3)cc2)CC1	-5	/	-6
CC1CC(C)CN(C(=O)COc2ccc(CC(=O)NCCO)cc2)C1 (stereo not given)	-3	-1	/
CCC(c1nc2ccc(C)cc2[nH]1)n1cnc2sc3c(c2c1=O)CCNC3 (stereo not given)	-9&1	3&-11	3
O=C(c1ccc(F)c(F)c1)N1CCN(c2c(-c3ccccc3)cnc3ncnn23)CC1	-2	14	-6
Cc1cc(Cl)cc2sc(N(Cc3ccccn3)C(=O)C3CC3)nc12	-6	3	-8
CCCCN(CCCC)CCNC(=O)CCC1NC(=O)c2ccccc2N(CCC)C1=O (stereo not given)	-4	0	/
Cc1ccc(NC(=O)CCC(=O)N2CCn3cccc3C2c2cccc(Cl)c2)cc1C (stereo not given)	-7	24	/
Cc1nccn1-c1ccc(C(C)NC(=O)c2ccoc2)cc1 (stereo not given)	-10	2	-14
CCCCC(CC)C(=O)N1CCN(C(=O)CCCSc2nnc(-c3ccc(C)cc3)n2-c2ccc(C)cc2)CC1C (stereo not given)	0	2	-3
C[C@H](NC(=O)[C@@H](C)N1Cc2ccc(-c3ccc(C#N)cc3)nc2C1=O)c1ccccc1	-5	-15	-6
O=C(NC1CC1)C1CCN(C2CCN(Cc3cccn3-c3ccccn3)CC2)CC1	-6	-5	-4
NS(=O)(=O)c1cccc(Cl)c1	-7	-5	/
O=c1[nH]nc2n1CCCCC2	-2	2	/
CCN1CCN(C(=O)c2c(CC(C)C)nn(-c3ccccc3C)c2C)CC1	-6	/	-4
CS(=O)(=O)NC1CCCN(C(=O)c2cc3cc(F)ccc3s2)C1 (stereo not given)	-5	-1	-6
COc1ccc(S(=O)(=O)N2CCC(Cc3ccccc3)CC2)cc1N1CCN(S(=O)(=O)c2ccc(Cl)cc2)CC1	-8	20	-7
Cc1ccc(C)c(OCC(=O)N(C)C(C)c2nccs2)c1C (stereo not given)	-5	9	/
CC(C)c1cc(C2CCN(C(=O)C3CCOC3)CC2)[nH]n1 (stereo not given)	-1	-2	/
O=C(CSC12CC3CC(CC(C3)C1)C2)NCCCn1ccccc1=O	0	/	-4
Cc1ccc(C)n1-c1nc(CC(=O)OC(C)C(N)=O)cs1 (stereo not given)	-11	0	/
C=C(C)COc1ccccc1C(=O)N1C[C@H]2CC[C@H]1C2	-9	1	/
CC(C)(Oc1ccc(CCNC(=O)c2ccc(Cl)cc2)cc1)C(=O)O	-1&-5	3&-2	/
CS(=O)(=O)N1CCCN(c2nccc(CCC(F)(F)F)n2)CC1	-5	-5	/
CCC(CC)C(=O)N1C[C@H](C(=O)NC)[C@H]2c3ccccc3N(CCOC)C(=O)[C@]21C	1	6	-5
CCOc1ccccc1C(=O)N1CCC(c2nc(-c3ccc(OC)cc3)no2)CC1	-3	0	2
CC[n+]1ccn(-c2nc3ccccc3nc2NS(=O)(=O)c2cccc([N+](=O)[O-])c2)c1	-3	6	/
CC(C)CNc1nccn2c(-c3ccc(OC(F)(F)F)cc3)cnc12	-8	-2	-3
COc1ccc(OC)c2[nH]c(=O)c(CCNC(=O)CC(C)C)cc12	-8	0	-7
C=CCn1c(C(C)OC(C)C)n[nH]c1=O (stereo not given)	-7	5	/
Cc1ccc(-n2cc(CN3CCC(Cc4nncn4C)CC3)cn2)cc1C	-10	10	-12
Cc1nc(C)n(CC(O)COc2ccc3c(c2)CCC3)n1 (stereo not given)	0	-6	-5
CCCc1nnc(-c2cc3ccccc3n2CC(=O)Nc2ccc(OC)cc2)o1	-5	2	-8
C=CCN(Cc1csc(COc2c(OC)cccc2OC)n1)C(=O)COC	-2	19	-4
COc1ccc(CN(Cc2ccco2)Cc2ccc(C(C)(C)O)o2)cc1OC	-8	3	-6
S=c1sc2ccc(Cl)cc2n1CN1CCN(c2ccccn2)CC1	5	-6	/
CC(C)CN1CCC(CNC(=O)c2ccc(-c3ccc4c(c3)OCCO4)nc2)C1 (stereo not given)	-8	13	/
O=C(CSc1ncnc2sc3c(c12)CCC3)NC12CC3CC(CC(C3)C1)C2	-2	-4	/
CCc1nc2c(OCc3ccccc3C)cccn2c1N(C)C(=O)COc1ccccc1	-3	-23	0
COc1ccc(N(C)S(=O)(=O)c2ccc(OC)c(N3CCN(S(=O)(=O)c4ccc(Cl)cc4)CC3)c2)cc1	-3	21	-5

# Remaining list, next part:
structure	hcGAS lum	NPYLR7 agonist	mcGAS lum
CCOC(=O)CSc1nnc(NC(=O)CCCN2C(=O)c3cccc4cccc(c34)C2=O)s1	-7	12	-4
Cc1cc(C(=O)Nc2cc(=O)n(-c3ccccc3)[nH]2)ccc1[N+](=O)[O-]	-7	-2	-2
Cc1nn(-c2ccccc2)c(Cl)c1/C=C/C(=O)N1CCN(CC(=O)NC2CC2)CC1	-2	-3	-7
Cc1c(C(=O)NCc2ccc3c(c2)OCCO3)sc(=O)n1Cc1ccc(Cl)c(Cl)c1	-4	10	/
Cc1ccc(CN(CCc2ccccc2)C(=O)CN(CC(C)C)S(=O)(=O)c2ccccc2)o1	-7	/	-7
CCC(C)N(CC(=O)N(CCc1ccc(OC)c(OC)c1)Cc1cccs1)S(=O)(=O)c1ccc(OC)cc1 (stereo not given)	-3	-3	-6
O=C1CCCC2Nc3ncnc(Cl)c3OC12 (stereo not given)	6	77*	/
Cc1ccccc1OCC(O)CN(Cc1ccccc1)CC1CC(c2ccccc2)=NO1 (stereo not given)	-6	-2	-6
COCc1ccccc1C(=O)NCc1ccccc1Oc1ccccc1	-9	-4	-13
COc1cccc(CN(CC(O)COC(C)C)C2CC2)c1OC (stereo not given)	-5	21	-6
Cc1ccc(NS(=O)(=O)c2ccc(F)c(S(C)(=O)=O)c2)nc1	-6	7	/
Cc1nc(C2CCCCN2C(C)c2nc(-c3ccco3)no2)no1 (stereo not given)	-8	8	/
OCC[P+](CCO)(c1ccccc1)c1ccccc1	-6	-2	-9
C/C=C/C(=O)N1CCN(c2nccc(-c3cccc(C(F)(F)F)c3)n2)CC1	-6	3	-6
O=C(CCN1C(=O)c2cccc([N+](=O)[O-])c2C1=O)Nc1ccccc1F	1	-8	-1
Cc1ccc(OCCc2nnc(NC(=O)C3C=CCN3)s2)cc1 (stereo not given)	-7	2	-12
Oc1oc(-c2ccc(Br)cc2)nc1C=Nc1ncccn1	-3	-19	-4
Cc1nc(C(F)(F)F)nc(-c2ccnc3[nH]ccc23)c1C	-3	-2	/
CC1=NC=NC1=Cc1c(O)n(-c2ccc3ccccc3c2)c(=S)n1C	-8	7	-6
Cc1ccc(NC(=O)Cc2nc(-c3ccc(Br)s3)cs2)cc1	-3	1	/
CC(C)Cn1c(=O)n(CCCn2cccn2)c2cc(C(=O)O)cnc21	-4	21	/
CCOC(=O)c1cnc(C2CC2)nc1NC(C)c1cccc(OC)c1 (stereo not given)	-10	3	-8
Cc1cccc(Nc2ccnc(Nc3cccc(C(=O)NCCc4cnc[nH]4)c3)n2)c1	-3	10	/
CC(C(=O)N(C)C)N(C)Cc1ccc(-c2ccn[nH]2)o1 (stereo not given)	3	2	2
CC(=NNC(=O)c1ccc(O)cc1)c1ccccc1	-8	-3	/
CCCCn1c(C(=O)Nc2cc(Cl)ccc2OC)cc2c(=O)n(C)c(=O)n(C)c21	-9	-1	-9
CSCCCN(C)Cc1cccc2ncccc12	3	3	/
O=C(CN1CCCC1c1ccccc1)NCc1ccccc1 (stereo not given)	-5	3	/
CCN(CC)c1c(C)nc2ccc(C(=O)N(C)Cc3ccco3)cn12	-3	-9	1
Cc1cc(C(=O)N2CCC3(CCC3O)CC2)nn1C (stereo not given)	-11	/	-5
CC(=O)Nc1cccc(C(=O)N[C@H]2C[C@H]3CN(C)CCN3C2)c1	-5	8	/
Cc1cccc(C)c1NC(=O)CN(C)C(=O)c1ccccc1Cl	-15	2	/
O=C(CCCCn1ccnc1CO)NNc1ccccc1C(F)(F)F	-13	9	/
COC(=O)c1csc(CN(CCC(C)C)C(=O)/C=C/c2ccccc2)n1	-7	4	-7
Cc1ccc(N2CCN(c3cc(Oc4ccc(F)cc4F)ncn3)CC2)cc1	-4	-1	-3
Cc1cccc(SC2CCN(C(=O)c3cn(-c4ccccc4)nn3)CC2)c1	-6	13	/
Cc1nnc(SCc2ccc(C(=O)NCc3ccco3)cc2)n1-c1ccc(F)cc1	-1	/	-2
CCNC(=O)CN1CCCCC1CCc1ccccc1 (stereo not given)	-3	2	-10
COc1ccc(CCc2nnc(CCC(=O)N3CCSCC3)o2)cc1	4&-4	-1&-3	-7
CCCCC(O)CN(Cc1c(-c2ccccc2)nn(C)c1Oc1cccc(OC)c1)C(C)C (stereo not given)	-4	-5	-4
CC(OC(=O)C1CSC2(C)CCC(=O)N12)c1ccc2c(c1)OCO2 (stereo not given)	-10	5	-17
CCOc1ccc(-n2nnc3c(N4CCN(C(=O)CCCCl)CC4)ncnc32)cc1	-7	-5	-7
Cc1c(Cl)cccc1N1CCN(C(=O)Cc2ccccc2)C(C)C1=O (stereo not given)	-2	-4	-6
CN(C)c1nc(-c2ccccc2O)nc2ccccc12	2	11	-8
O=C(c1c(Cl)cc(Cl)cc1Cl)N1CCC(c2cn(Cc3ccc(C(F)(F)F)cc3)c3ccccc23)CC1	1	7	0
Cc1cc(NCCS(=O)(=O)N(C)C)nc(-c2cccnc2)n1	-4	-5	/
c1cncc(Nc2nccc3[nH]c(-c4ccsc4)cc23)c1	0	-5	-3
CC1CCC2C(=O)N(NC(=O)Cc3c[nH]c4ccccc34)C(=O)C2C1 (stereo not given)	-5	7	-6
O=C(NC1CCOc2ccccc21)C1CCCCN1S(=O)(=O)c1cccs1 (stereo not given)	-8	4	/
Cc1ccc(CNc2nnnn2C)s1	-1	0	/

# Additional results.
structure	hcGAS lum	NPYLR7 agonist	mcGAS lum
CC(NC(=O)CCN(c1nc(C2CC2)nc2ccccc12)C1CC1)c1ccccc1 (stereo not given)	-2	-3	-6
CC(NC(=O)Nc1ccc(N(C)C)nc1)c1ccc(Cl)s1 (stereo not given)	-9	1	/
CNc1cnc(-c2cccc3ncccc23)cn1	-13	3	/
COc1nc2cn(C3CCCC3)c(O)c2cc1CNC(=O)COc1ccccc1	-7	4	-14
O=C(Nc1cccc(Cl)c1)C(C1CCCC1)N1CCN(C(=O)c2ccccc2C(F)(F)F)CC1 (stereo not given)	-6	4	-5
Cc1cc(C)c(C(=O)CN2C(=O)C3CC=CCC3C2=O)c(C)c1 (stereo not given)	3	0	-4
CCn1c(C2CCNCC2)nn(CCn2ccc(C)n2)c1=O	-3	9	/
OC1(CN2CCN(c3cnccn3)CC2)CNCCOC1 (stereo not given)	-9	/	-5
O=C(CC1COCCN1)N1CCc2[nH]nc(C3CCC3)c2C1 (stereo not given)	-4	-6	/
CCCCn1c(=O)c2c(nc3n(Cc4ccco4)c(C)c(C)n23)n(C)c1=O	-8	4	/
COc1ccc(CN(CCc2c[nH]c3ccccc23)C(=O)CN(C(C)C)S(=O)(=O)c2cccc(C(F)(F)F)c2)cc1OC	-4	19	-6
COCCCNC(=O)c1cc(NC(=O)Nc2ccc(F)cc2F)ccc1N1CCC(C)CC1	-3	13	-5

# Ordered by count of non-hydrogen atoms (rising): some entries from above
structure	hcGAS lum	NPYLR7 agonist	mcGAS lum
CCn1c(C2CCNCC2)nn(CCn2ccc(C)n2)c1=O	-3	9	/
CCCCn1c(=O)c2c(nc3n(Cc4ccco4)c(C)c(C)n23)n(C)c1=O	-8	4	/
COc1nc2cn(C3CCCC3)c(O)c2cc1CNC(=O)COc1ccccc1	-7	4	-14
CC(NC(=O)CCN(c1nc(C2CC2)nc2ccccc12)C1CC1)c1ccccc1 (stereo not given)	-2	-3	-6

# Compounds were not picked by outcome (roughly 0.27% active in at least one column).
